S3 lipid droplet: qHTS Assay for Lipid Storage Modulators in Drosophila S3 Cells; Drosophila S3 cells, BODIPY lipid droplet fluorescence, 18-24 h; cells fed with added oleic acid; lipid storage change, negative = inhibition, % at the top dose, mostly 46.1 µM; hits show Potency in µM; 320,000 compounds, 0.64% hits; AID 2685; active = well fitted inhibition curve with a large enough effect in the signal ratio, with a control signal flat, not every such curve was filed as active; inconclusive = small, poorly fitted or top-dose-only effect, or effect the other way, or a change in a side signal; the % refers to the signal ratio
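Drosophila S3 cells loaded with oleic acid (400 uM, as added) and compounds at several concentrations; lipid droplets imaged by 488-nm laser-scanning cytometry, 500–530 nm intensity and object ratio to cell channel. Percent activity normalized to 20 uM Triacsin C.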
S3 lipid droplet cell count max: further read-out of S3 lipid droplet, marked with its call; cell number change, %; measured here: cell count max response;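 cells counted by Cell Tracker Red CMTPX staining in the red channel; peak over a dose series mostly up to 46.1 µM; percent activity relative to internal control wells on each plate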
An asterisk follows results filed as active; i = inactive; ? = inconclusive; nt = not tested or not shown; [ ] = another dose, or the depositor's remark. % is scaled to controls: 0 for no effect and ±100 for the full control effect; potency is read from the fitted curve at half-maximal effect. The list is partial; the hit share may differ from the screen's.

SMILES,S3 lipid droplet,S3 lipid droplet cell count max
Cc1ccc(NC(=O)COC(=O)C2CC3C=CC2C3)cc1S(=O)(=O)N1CCCCC1 (stereo not given),-20.5%,-8.7
Cc1nc2ccccc2c(C)c1C(=O)c1ccccc1,?,nt
CCC(CO)NC1=CC(=O)CCC1 (stereo not given),?,nt
COc1ccc(C(=O)Nc2cc(C)on2)cc1,?,nt
Cc1nn2c(NCCCN3CCOCC3)c3c(nc2c1-c1ccccc1)CCC3,?,nt
O=C(NCC(c1cccnc1)N1CCOCC1)c1ccco1 (stereo not given),?,nt
COc1cccc(C(C(=O)NCC2CCCO2)N(CC2CCCO2)C(=O)CN2C(=O)c3ccccc3S2(=O)=O)c1 (stereo not given),-3.1%,-0.8
O=C(Cn1cnc2c(nnn2-c2ccc(F)cc2)c1=O)N1CCCc2ccccc21,7.8%,-16.8
CN(C)c1ccc(C(=O)Nc2cc(C(F)(F)F)ccc2-n2cncn2)cc1,?,nt
O=C(O)COn1c(-c2ccccc2)nc2ccc(Cl)cc21,?,nt
O=C(CSc1nc2ccccc2s1)Nc1ccc(C(=O)O)cc1,2.1%,10.7
CCCC(=O)Nc1cccc(NC(=O)CN2CCN(c3ccccc3OC)CC2)c1,2.8%,-2.8
Cc1nc2ccc(-c3nc4cc(N)ccc4o3)cc2[nH]1,?,nt
COc1ccc([C@H]2CC(=O)C=C(c3cccc(Cl)c3)C2)cc1OC,?,nt
CN(C)c1ccc(C(CNC(=O)COc2ccc(Cl)cc2)N2CCCC2)cc1 (stereo not given),-16.2%,1.2
Cc1nc(SCc2ccc(O)c([N+](=O)[O-])c2)c([N+](=O)[O-])[nH]1,?,nt
O=c1oc(CCCO)cc2ccc(/C=C/c3cccc([N+](=O)[O-])c3)cc12,?,nt
CN(C)S(=O)(=O)c1cccc(NC(=O)c2sccc2-c2ccccc2)c1,?,nt
Cc1cc2cc(CN(CCN3CCOCC3)C(=O)Nc3ccccc3F)c(=O)[nH]c2cc1C,?,nt
CC(=O)Nc1ccc(OCC(O)CN2CCN(c3ccc(C)c(Cl)c3)CC2)cc1 (stereo not given),?,nt
COc1cccc(-c2nnc(SCC(=O)N3CCCC3=O)n2-c2ccccc2)c1,?,nt
CN1CCN(S(=O)(=O)c2cccc(S(=O)(=O)c3cccc(S(=O)(=O)N4CCN(C)CC4)c3)c2)CC1,?,nt
CCOc1ccccc1C(=O)N1CCC(n2nnc3cc(C(F)(F)F)ccc32)CC1,i,nt
COc1ccc(CC(=O)N2CCC(n3nccc3NC(=O)C3CC3)CC2)cc1,-10.7%,-10.5
COc1ccc2c(c1OC)C(=O)N(c1cccc(C)c1)C2,?,nt
CN(Cc1ccccc1)C(=O)COC(=O)c1cncc(Br)c1,?,nt
COc1cccc(CNc2ccc3[nH]c(=O)[nH]c3c2)c1OCc1ccccc1Cl,?,nt
COc1cccc(-c2nn(-c3ccc(F)cc3)cc2C(=O)NCC2CCCO2)c1 (stereo not given),?,nt
O=C(CN1C(=O)NC(Cc2c[nH]c3ccccc23)C1=O)NCCc1ccc(F)cc1 (stereo not given),?,nt
Cc1nn(C(C)(C)C)c(C)c1/C=N/OC(=O)Nc1ccc(Cl)c(Cl)c1,?,nt
COc1ccc([N+](=O)[O-])cc1NCc1ccccc1,11.9%,5.5
CCCC(C)C(=O)Nc1ccc(S(=O)(=O)Nc2nccc(C)n2)cc1 (stereo not given),?,nt
COc1ccc(NC(=O)c2ccc(N3CCOCC3)nc2)cc1,?,nt
CCCc1nnc(NC(=O)CCC(=O)NC2CCCCCC2)s1,26.2%,-14.5
CC(C)C[C@H](NC(=O)OC(C)(C)C)C(=O)NCC1CCC(C(=O)N[C@@H](Cc2ccccc2)C(=O)O)CC1 (stereo not given in full),?,nt
CCn1c(SCC(=O)Nc2cc(C)on2)nc2c1c(=O)n(C)c(=O)n2C,?,nt
COC(=O)C1=C(C(=O)OC)[C@@H]2N(C)c3ccccc3[C@@]23C[C@@H](C(=O)OC)N(C(C)=O)C3=N1,?,nt
Cc1cc(/C=N/NC(=O)C(O)(c2ccccc2)c2ccccc2)c(C)n1-c1ccc(C(=O)O)cc1,-1.3%,-17.3
O=C(Nc1ccccc1)c1ccc(S(=O)(=O)N2CCCCC2)cc1,1.3%,-9.4
Cc1ccccc1S(=O)(=O)Nc1nc2ccccc2nc1N1CCc2ccccc2C1,0.5%,-8.8
O=C(NNc1nc2c(F)cccc2s1)C1=COCCO1,?,nt
Cc1ccc(-c2csc(NC(=O)c3ccc(Br)cc3)c2C(=O)O)cc1,-0.5%,-8.6
O=C(NCc1ccc(F)cc1)N1CCN(S(=O)(=O)c2ccccc2F)CC1,?,nt
Cc1ccc(-n2c(=O)c3c4c(sc3n(Cc3cc(=O)n5ccccc5n3)c2=O)CCC4)cc1C,?,nt
CCc1cccc(NS(=O)(=O)c2ccc3c(c2)n(C)c(=O)n3C)c1,?,nt
CCN(CC(=O)Nc1ccc(NC(C)=O)cc1)C(=O)CN1C(=O)C2CCCCC2C1=O (stereo not given),8.1%,-8.6
O=C(c1cccc(F)c1)n1nnc2ccccc21,?,nt
Fc1ccccc1-c1[nH]ncc1-c1nnnn1-c1ccccc1,i,nt
Cc1c(C(=O)O)oc2ccc(S(=O)(=O)N(CC(C)C)CC(C)C)cc12,22.9%,11.6
CCOC(=O)N1CCN(Cc2oc(CO)cc(=O)c2O)CC1,?,nt

More results:
SMILES,S3 lipid droplet,S3 lipid droplet cell count max
O=C(NCc1cccnc1)c1ccc(-c2cc(Cl)ccc2Cl)o1,?,nt
O=c1[nH]c(CN2CCN(c3ccccc3O)CC2)nc2scc(-c3ccccc3Cl)c12,-18.5%,-6.3
CCOC(=O)C(CC)n1cnc2c(nnn2-c2ccc(F)cc2)c1=O (stereo not given),-6.2%,4.0
COc1ccc2nc3cc(Cl)ccc3c(Nc3cc(C(C)C)c(O)cc3C)c2c1,?,nt
Cc1cc2c(cc1C)-c1nnc(-c3ccc4ccccc4n3)n1C(C)(C)C2,?,nt
Cc1ccc(O)c(-c2cc(-c3ccccc3C)[nH]n2)c1,?,nt
Cc1ccc(OCCC(=O)OCC(=O)Nc2cc(C)nn2-c2ccccc2)cc1,?,nt
Cc1nc(SCC(=O)N2CCN(C(=O)c3ccco3)CC2)c2c(C)c(C)sc2n1,?,nt
O=C1NCCCC1C(=O)N/N=C/c1cccc(Cl)c1 (stereo not given),2.5%,21.5
O=C(C[n+]1ccccc1)N1c2ccccc2Sc2ccccc21,-5.0%,0.1
CC(=O)N1CCc2c(sc(NC(=O)c3ccc4c(c3)OCCO4)c2C#N)C1,?,nt
CCCC(=O)NC(c1ccc(OC)c(OC)c1)c1cc(Cl)c2cccnc2c1O (stereo not given),-13.2%,-21.4
CC1=C/C(=N\NC(=S)NCCc2ccccc2)CC(C)(C)C1,?,nt
O=C(CC1C(=O)NCCN1Cc1cccc(Oc2ccccc2)c1)NCC1CCOCC1 (stereo not given),-3.1%,-2.3
C/C=C/c1ccc(OCC(=O)OCC(=O)NC2CC2)c(OC)c1,9.3%,nt
Cn1c(=O)oc2cc(S(=O)(=O)NC3CCCCC3)ccc21,i,-12.5
N/C(=N\OC(=O)c1ccco1)c1cccc([N+](=O)[O-])c1,10.7%,19.5
CCC(Sc1ccccc1C(=O)O)C(=O)O (stereo not given),?,nt
CCN(C(=O)CSc1nnc(NC2CCCCC2)s1)C1CCS(=O)(=O)C1 (stereo not given),i,nt
COc1ccc(C(=O)N2CCNC(=O)C2)cc1S(=O)(=O)Nc1ccc(Br)cc1,4.7%,-7.0
CCN(C(=O)CSc1nc2ccccc2o1)c1c(N)n(Cc2ccccc2)c(=O)[nH]c1=O,20.9%,-18.4
Cc1ccc(OCCOC(=O)CCc2nc3ccccc3c(=O)[nH]2)cc1,-2.2%[9.22 µM],6.5
Cn1c(CN2CCCC2)nc2cc(NC(=O)COc3ccc([N+](=O)[O-])cc3)ccc21,-2.6%,7.4
O=C1C2CCCCC2C(=O)N1Cc1ccccc1 (stereo not given),-11.6%,5.0
O/N=C/c1cc(Br)cc(Br)c1OCc1ccccc1,-9.4%,0.3
COc1ccc(OC)c(Nc2cc(C(=O)NCCCN3CCOCC3)c3ccccc3n2)c1,?,nt
COC(=O)COc1cccc(NC(=O)c2ccc(Cl)cc2)c1,-1.2%,24.3
Cc1ccc(C)c(-n2c(-c3ccncc3)n[nH]c2=S)c1,10.7%,nt
COc1cc(NC(=O)C2CCCN2C(=O)OCc2ccccc2)cc(OC)c1 (stereo not given),?,nt
CC(=O)Nc1ccc(-c2csc(NC(=O)CN3C(=O)NC4(CCCC4)C3=O)n2)cc1,i[0.0737 µM],6.7
Cc1cc(NC(=O)Cn2nc(-c3ccccc3F)ccc2=O)ccc1-n1cnnn1,3.4%,nt
Nc1nc(SCc2ccc(Cl)c(Cl)c2)n[nH]1,27.5%,nt
CCCCC(NC(=O)Cc1c(C)c2cc3c(-c4ccccc4)coc3c(C)c2oc1=O)C(=O)O (stereo not given),?,nt
CCCN1CCN(CCCNC(=O)Cn2nc(C)n3c(cc4cc(F)ccc43)c2=O)CC1,i,-10.9
Cc1ccc(S(=O)(=O)NCc2cccnc2)cc1,?,nt
O=C(OCc1nc2ccc(Cl)cc2n1CCO)c1ccc2c(c1)OCO2,-0.7%,-3.7
CCOc1ccccc1N1CCN(C(=O)Nc2ccc(Cl)c(Cl)c2)CC1,-0.4%,-14.1
CC1CCN(c2nc3ccccn3c(=O)c2C=O)CC1,?,nt
Cc1ccc(C)c(CN2C(=O)NC3(CCCCCC3)C2=O)c1,?,nt
CCNC(=O)CC1SC(=Nc2cccc3ccccc23)N(C)C1=O (stereo not given),?,nt
CCOCCCN(C(=O)c1snc(C(N)=O)c1N)C(C(=O)NC1CCCC1)c1ccc(O)c(OC)c1 (stereo not given),?,nt
O=C(NC1CCCc2ccccc21)C1CCCC1 (stereo not given),i,20.3
Cc1ccc(-c2nn(-c3ccccc3)cc2C(=O)Nc2cccc(S(=O)(=O)N3CCOCC3)c2)cc1,-0.8%,6.5
Cc1c(C)c2ccc(OCC(=O)N3CCC(C(=O)O)CC3)cc2oc1=O,?,nt
O=C(c1ccccc1)c1cc(-c2ccccn2)c(N2CCOCC2)s1,?,nt
CCCNC(=S)Nc1ccccc1,-1.0%,12.8
CCNC(=O)CCSc1nnc(-c2ccncc2)o1,5.5%,4.4
O=C(NCCN1CCOCC1)C(=O)NCC1OCCN1S(=O)(=O)c1ccccc1 (stereo not given),?,nt
O=C(CCNC(=O)c1ccc(Br)cc1)Nc1cccc(S(=O)(=O)N2CCCC2)c1,24.1%,10.7
Cc1cn2c(-c3cccnc3)nnc2s1,8.7%,2.6

Next records
SMILES,S3 lipid droplet,S3 lipid droplet cell count max
CCCCNS(=O)(=O)c1ccc2nc(-c3cccnc3)cc(C(=O)NCCOC)c2c1,?,nt
CCN(CC)C(=O)C1CCN(S(=O)(=O)c2ccc(-n3cnnn3)cc2)CC1,-3.7%,1.4
O=c1c2c(-c3cccs3)csc2ncn1-n1cccc1,0.1%,24.0
Cc1nc(-c2cccc(NC(=O)c3cccs3)c2)cs1,-5.3%,0.1
CCC1COCCS(=O)(=O)N1Cc1ccccc1F (stereo not given),19.7%,2.1
Cc1ccc(S(=O)(=O)NNC(=O)/C=C/c2cccc(F)c2)cc1,12.8%,18.8
CC1CCCCN1C(=O)CSc1nnc(-c2c[nH]c3ccccc23)o1 (stereo not given),?,nt
COc1ccc(OC)c(NC(=O)CSc2nc(-c3ccccc3)cc(=O)[nH]2)c1,-4.2%,4.8
O=C(CSc1ncnc2c1oc1ccccc12)NC1CCCC1,-8.5%,13.8
O=c1[nH]c(CSc2ncnc3sc(-c4ccccc4)cc23)nc2ccccc12,?,nt

Four of the compounds above, field by field.
Cc1c(C)c2ccc(OCC(=O)N3CCC(C(=O)O)CC3)cc2oc1=O
  S3 lipid droplet: ?; S3 lipid droplet cell count max: nt

Cc1cn2c(-c3cccnc3)nnc2s1
  S3 lipid droplet: 8.7%; S3 lipid droplet cell count max: 2.6

Cc1cc2c(cc1C)-c1nnc(-c3ccc4ccccc4n3)n1C(C)(C)C2
  S3 lipid droplet: ?; S3 lipid droplet cell count max: nt

O/N=C/c1cc(Br)cc(Br)c1OCc1ccccc1
  S3 lipid droplet: -9.4%; S3 lipid droplet cell count max: 0.3

Carrying on.
SMILES,S3 lipid droplet,S3 lipid droplet cell count max
O=C(COC(=O)c1cc(=O)[nH]c2ccccc12)NC1CCCCCCC1,29.1%,nt
COc1cc(/C=C2\SC(=S)N(CC(=O)NC(C)(C)C)C2=O)cc(OC)c1OC,?,nt
CCOc1ccc(S(=O)(=O)N2CCCCC2)cc1NC(=O)C1COc2ccccc2O1 (stereo not given),18.0%,-16.6
O=C(NCc1ccccc1)C1(CC2CC(c3ccccc3)=NO2)CCNCC1 (stereo not given),?,nt
COc1ccc(OC)c(NC(=O)CSc2ccc3nnc(-c4cccnc4)n3n2)c1,?,nt
COc1ccc(CSCCc2n[nH]c(=S)n2-c2ccccc2)cc1,i,-28.6

Compound activity from PubChem.
